Screens from PubChem.
DENV2 CPE rescue = protects cells from dengue virus 2 cytopathic effect; AID 651640; 1.7% of 350,000 active; DENV2-infected cells, cytopathic effect rescue, plate reader; CPE inhibition, % at 9.99 µM; in the data active = CPE inhibition above about 20%, passing the limit was not always enough; inconclusive = no clear call, values can overlap the other calls; tested in BHK-21 cells;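 also: 0% = median of neutral control wells and 100% = median of positive control wells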
PAX8 inh HTS = inhibitors of PAX8 transcriptional activity in RMG-I cells; RMG-I TPO-luciferase reporter, SteadyGlo, 24 h; inhibition, % at 12.6 µM; 1.2% of 360,000 active; AID 652154;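 active = mean replicate inhibition at least 60% with every replicate also reaching 60%; inconclusive = only one of the two criteria is met; inactive = mean below 60% and not all replicates reaching 60%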;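 also: luciferase light reporting Pax8 driven TPO promoter activity; plate controls were median of neutral control wells for no effect and mitoxantrone controls for full effect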
F508del corr = correctors of CFTR F508del function in bronchial epithelial cells; CFBE cells, YFP halide quenching; stimulated with forskolin plus potentiator P3; % fluorescence drop versus neutral controls; activity (quench increase), % at 7.58 µM; 0.36% of 350,000 active; AID 720511;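 active = mean added fluorescence quench of at least 8% versus neutral control, with both replicates also reaching 8%; inconclusive = only one of the mean or replicate conditions met; inactive = mean below 8% and not both replicates reaching 8%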;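 also: cells transiently co-express mutant CFTR-F508del with the halide-sensitive YFP; corrector assay measuring rescue of mutant channel to the surface after 24 h compound exposure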
EWS-Fli inh = blocks EWS/Fli oncoprotein-driven transcription; A673 NR0B1-luciferase reporter, viability-normalised; inhibition, % at 12.6 µM; 0.67% of 350,000 active; AID 651661;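 active = mean inhibition of at least 50% after viability correction, with every replicate also passing that limit; inconclusive = mean reaches 50% but only one of two replicates passes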;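 also: firefly luciferase signal divided by Alamar Blue viability fluorescence both relative to DMSO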
ARNT-TACC3 inh = disrupts binding between human ARNT and TACC3. Q9Y6A5. AlphaScreen His-ARNT PAS-B/GST-TACC3 binding, luminescence; TACC3 fragment carries E629A point mutation. inhibition, % at 9.99 µM. 0.66% of 390,000 active;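 active = mean inhibition of replicates at least 50% and at least half of replicates each reaching 50%; inconclusive = half or more replicates reach 50% but mean below 50%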;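 also: 0% = complete ARNT plus TACC3 wells and 100% = ARNT alone without TACC3; many hits fall short of the cut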
INS-1E GSIS act = primary screen for activators of insulin secretion dependent on glucose, INS-1E cells, GLuc reporter luminescence | INS-1E GLuc reporter insulin secretion, 2-3 h | activation, % at 16.6 µM | 0.61% of 370,000 active | AID 743287;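 active = lowest replicate activation of at least 40%, so every replicate reaches that level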;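 also: 0% = median of neutral control wells and 100% = median of IBMX positive control wells; some compounds called inactive have numbers as strong as hits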
ERp5 inh = ERp5 (human) disulfide isomerase inhibition; Q15084; ERp5 insulin aggregation, absorbance 650 nm, 90 min; inhibition, % at 9.99 µM; 0.05% of 350,000 active; AID 651711;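 active = mean replicate inhibition above about 25%, with every replicate also reaching it, limit read from the data, passing the limit was not always enough; inconclusive = only one of those two criteria met; inactive = neither criterion met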
Target sequence (Q15084 whole entry, looked up): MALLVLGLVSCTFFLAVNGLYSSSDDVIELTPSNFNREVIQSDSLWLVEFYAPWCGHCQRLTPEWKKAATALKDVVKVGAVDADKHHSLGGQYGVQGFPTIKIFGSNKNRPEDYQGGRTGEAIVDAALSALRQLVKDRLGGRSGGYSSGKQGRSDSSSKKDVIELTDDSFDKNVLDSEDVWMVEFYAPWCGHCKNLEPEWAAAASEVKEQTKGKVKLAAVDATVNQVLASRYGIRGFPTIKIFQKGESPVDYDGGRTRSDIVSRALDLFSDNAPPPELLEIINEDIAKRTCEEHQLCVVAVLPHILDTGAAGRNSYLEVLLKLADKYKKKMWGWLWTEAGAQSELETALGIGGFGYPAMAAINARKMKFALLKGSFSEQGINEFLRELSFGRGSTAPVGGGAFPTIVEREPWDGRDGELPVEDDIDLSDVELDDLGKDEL
Xi reactivation = activators of X-chromosome reactivation in mouse fibroblasts; AID 743238; 0.055% of 360,000 active; activation, % at 7.58 µM; XiGFP mouse fibroblasts, % GFP-positive cells imaging, 3 d; cells co-treated with 5-aza-dC sensitizer; scaled so ellipticine positive control = 100%;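 active = mean normalized replicate activation at least 10% and every replicate at or above 10%; inconclusive = only one of the two criteria met; inactive = mean below 10% and not all replicates reach 10%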;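 also: 0% = median of on-plate neutral control wells and 100% = ellipticine 6 µM median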
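System: SV40-immortalized XiGFP fibroblast cells, line 68-5-11 / Incubation: 3-day compound exposure, then 15 min fixation at room temperature / Compound: single concentration per compound, delivered by pin transfer / Buffer or medium: DMEM plus 5-aza-dC sensitizer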
* marks the source's active call; other numbers are inactive results; ? = inconclusive; . = not tested or not shown.

SMILES	DENV2 CPE rescue	PAX8 inh HTS	F508del corr	EWS-Fli inh	ARNT-TACC3 inh	INS-1E GSIS act	ERp5 inh	Xi reactivation
C[C@H]1CN([C@@H](C)CO)C(=O)c2c(c3ccccc3n2C)-c2ccccc2CO[C@@H]1CN(C)Cc1ccccc1	-8.0	24.0	0.7	-3.1	.	-20.1	0.6	-0.1
CCOC(=O)c1ccccc1NC(=O)CN1C(=O)NC(C)(CCc2ccccc2)C1=O (stereo not drawn)	2.5	23.9	1.1	7.5	-1.5	-64.3	-7.6	-0.1
CNC[C@@H]1OCCCC[C@@H](C)Oc2ccc(NC(=O)CCCN(C)C)cc2C(=O)N([C@H](C)CO)C[C@H]1C	.	-5.4	-2.3	-6.9	.	16.5	.	-0.8
COc1ccc2c3c([nH]c2c1)[C@H](CO)N(CC1CCOCC1)CC31CN(C(=O)C2CCOCC2)C1	-5.2	4.2	2.1	-11.5	.	4.9	3.9	0.4
CN(C)S(=O)(=O)c1ccc(Cl)c(NC(=O)COC(=O)[C@@H]2CCCN2C(=O)c2cccs2)c1	-1.0	-1.3	-1.3	-0.9	-8.3	-8.2	-0.7	0.3
Cc1ccc(S(=O)(=O)Nc2ccccc2C=Nc2cccc(C)c2C)cc1	0.9	-7.3	.	.	-4.5	-28.9	-6.1	0.0
C[C@H](O)C#Cc1cnc2c(c1)C(=O)N([C@H](C)CO)C[C@@H](C)[C@@H](CN(C)C(=O)c1ccccc1)O2	?	.	-1.2	-8.1	0.7	28.7	-6.4	-0.2
COc1cccc(NC(=O)N2CCC(NC(=O)C3CCCCC3)CC2)c1	-1.2	-10.9	3.3	0.3	-6.2	-2.5	-1.0	0.4
O=C(/C=C/c1cn(-c2ccccc2)nc1-c1cccnc1)NCCN1CCOCC1	-1.0	-1.7	-2.8	-2.2	20.8	2.4	-2.9	0.0
O=C(NCC(=O)N1CCN(c2cccc(Cl)c2)CC1)c1ccc(Br)o1	-1.4	5.7	0.1	-1.1	6.3	-14.9	-4.4	0.1
CN(C)CC(=O)N[C@H]1CC[C@@H](CCNC(=O)C2CCCC2)O[C@H]1CO	-4.9	17.1	-4.2	-5.7	-0.3	-5.8	-2.9	0.1
COCC(=O)N1CCC2(CC1)CN(Cc1cccc(OC)c1)[C@H](CO)c1[nH]c3cc(OC)ccc3c12	-5.9	.	-2.2	3.2	.	7.1	-6.4	0.0
COC(=O)c1ccccc1NC(=O)c1cc2ccccc2o1	1.0	-35.2	-0.3	-116.1	-0.7	1.7	0.2	0.0
CS(=O)(=O)N1CCCC(C(=O)Nc2ccc3c(c2)OCCO3)C1 (stereo not drawn)	-0.1	-7.4	-2.3	-12.5	-10.4	6.2	-6.5	0.0
O=C(COC(=O)c1cccnc1Cl)NCC1CCCO1 (stereo not drawn)	-9.3	-13.8	-3.6	-0.8	-1.4	3.1	-1.5	0.4
COC(=O)[C@]12C[C@H](CC(=O)N3CCOCC3)C(=O)N(Cc3ccc4c(c3)OCO4)C1=C[C@H](C(C)(C)C)O[C@@H]2C	-6.2	-32.1	-0.6	-4.0	.	.	2.9	0.0
C[C@H]1CN([C@@H](C)CO)C(=O)c2cc(NS(=O)(=O)c3ccc(Cl)cc3)ccc2O[C@H]1CN(C)C(=O)Nc1ccc(C(F)(F)F)cc1	.	18.8	-1.8	4.5	.	-36.1	.	-0.8
COc1ccc(CCNC(=O)CN(c2cc(OC)ccc2OC)S(=O)(=O)c2ccccc2)cc1	-2.5	14.4	0.4	9.5	-17.9	-0.8	8.4	0.0
Cc1nn(C(C)C)c(C)c1[C@@H]1C[C@H]2CN(Cc3cccc(Cl)c3)C(=O)[C@]23CCCN13	-0.2	8.7	0.3	0.6	-0.6	-2.5	2.3	0.4
OC1(c2ccccn2)COc2ccccc2O1 (stereo not drawn)	1.4	-5.3	-4.2	10.8	-2.9	-0.4	2.0	0.0
Cc1ccc(NCC(=O)N/N=C/c2ccncc2)cc1	-0.9	8.4	2.0	-4.5	-2.5	20.2	-3.5	0.1
O=C(COC(=O)CSc1ccc2ccccc2c1)Nc1ccccc1OC(F)F	-2.3	-10.6	-2.6	-2.2	-0.3	5.2	7.5	-0.1
CC(C)C(=O)N1CCN(c2ccccc2NC(=O)c2ccco2)CC1	8.2	-9.1	0.9	-2.4	-2.9	16.8	3.3	0.0
COc1cc(CN2[C@@H]3CNC[C@H]2C3c2ccc(-c3ccc(C)cc3)cc2)cc(OC)c1 (stereo partly drawn)	-7.8	-2.3	1.3	-17.7	.	-16.6	.	0.0
CC(C)NC(=O)N(C)C[C@H]1Oc2c(NS(=O)(=O)c3ccccc3)cccc2C(=O)N([C@@H](C)CO)C[C@H]1C	2.1	-10.6	-2.5	-0.5	-4.4	11.8	2.2	0.2
CC(C)CC1NC(=O)N(CC(=O)Nc2ccc(OC(F)F)cc2)C1=O (stereo not drawn)	-3.5	-10.0	1.2	-1.4	34.2	-7.7	0.9	0.0
C[C@@H]1CN([C@H](C)CO)C(=O)c2cc(NS(C)(=O)=O)ccc2O[C@@H](C)CCCCO[C@H]1CN(C)Cc1ccc(Cl)c(Cl)c1	-1.3	7.0	2.3	1.4	2.6	-2.8	1.2	-1.2
Cc1cccc(Cn2c(C)nc3c(N)c(C)c(C)cc32)c1	-3.1	12.8	2.3	10.9	28.7	-1.1	-0.4	0.7
CC(=O)C12CCCCC1CC1[C@@H]3CC(C)C4=CC(=O)CC[C@]4(C)C3CC[C@@]12C (stereo partly drawn)	-0.3	-17.1	7.2	10.8	.	0.6	8.1	0.0
COc1ccccc1Cn1c(C)nc2ccccc21	0.1	9.4	0.8	6.8	.	-5.0	-0.7	0.0
O=C(Nc1ccc(F)cc1)N1CCCCN2[C@H](CO)[C@H](c3ccc(-c4ccccc4F)cc3)[C@@H]2C1	-1.4	-22.6	-4.0	1.7	3.4	.	-3.9	.
COC(=O)c1cccc(NC(=O)c2ccc3c(c2)C(=O)N(C(C)(C)C)C3=O)c1	?	-48.0	-1.6	-78.9	-7.4	6.1	-4.3	0.4
COC(=O)N1CCN(c2ccc(OC)cc2)CC1	-0.7	.	-1.5	-1.9	-1.1	7.7	-4.8	.
Cc1nnc2n(C)c(=O)c3c4c(sc3n12)COC(C)(C)C4	2.0	5.7	2.5	8.3	9.3	12.7	-1.3	0.1
Cc1ccc(OCC(=O)Oc2ccc(C(C)C)cc2)cc1	-2.4	-2.1	0.5	-1.7	-2.5	.	-2.5	0.1
CC(C)CCN(C(=O)c1ccccn1)c1c(N)n(Cc2ccccc2)c(=O)[nH]c1=O	0.9	.	3.0	-9.6	2.5	17.1	3.2	-0.1
COc1ccc(S(=O)(=O)N(C)C[C@@H]2Oc3cc(-c4cccc(F)c4)ccc3S(=O)(=O)N([C@H](C)CO)C[C@H]2C)cc1	-0.5	52.0	3.6	11.8	4.6	-41.8	2.4	-1.8
O=C(Nc1ccc(F)c(Cl)c1)C1CC(=O)n2c(nc3ccccc32)N1 (stereo not drawn)	-5.6	16.4	0.6	-1.4	8.7	-28.9	?	-0.1
COc1ccc2c(c1)c1nnc(SCC(=O)Nc3ccccc3F)nc1n2C	51.1*	4.0	.	4.0	-0.2	.	0.8	-0.2
COc1cccc(-c2cnc3c(NC=O)cc(-c4cccc(NC(C)=O)c4)cn23)c1	15.6	12.1	-3.4	8.4	.	-1.2	1.6	-0.1
NC(=O)c1cc(-c2csc(NCCc3ccccc3)n2)ccc1O	0.5	-6.3	1.8	-9.4	.	4.8	0.8	0.1
Cc1nn2c3ccccc3n(CC(=O)c3cccs3)c2nc1=O	-3.9	13.2	1.0	0.4	-8.4	2.5	0.7	0.0
CCOC(=O)c1cc(NC(=O)N(C)C2CCCCC2)c(C)nc1C	-5.0	1.5	-2.4	8.1	5.0	10.0	0.6	0.0
COc1ccc(-c2nnc(-c3ccc4ccccc4c3)o2)cc1	-9.3	-241.3	1.1	-92.7	-37.2	1.2	-1.5	0.0
O=S(=O)(N[C@@H]1CCCN(Cc2ccc(OCCO)cc2)C1)c1cc(C(F)(F)F)ccc1Cl	-3.5	-28.3	2.1	-13.0	.	.	-5.9	.
COc1ccc(CNC(=O)/C=C/[C@H]2O[C@@H](n3cnc4c(NC(=O)c5ccccc5)ncnc43)[C@H](O)[C@@H]2O)cc1	?	10.5	-2.2	-1.0	.	13.2	-4.6	0.4
O=c1[nH][nH]c2c1C(C1CCCCC1)OC(C1CCCCC1)C2 (stereo not drawn)	-3.2	0.9	1.7	11.4	.	32.7	11.9	-0.1
COC(=O)c1cccc(-c2ccc(/C=N/N3C(=O)C4C5C=CC(C6CC56)C4C3=O)o2)c1 (stereo not drawn)	3.6	6.4	4.7	-19.4	-0.9	-9.5	-1.9	0.3
COCC(=O)N1[C@H](CO)[C@@H](c2ccccc2-c2ccc(C)cc2)[C@@H]1C#N	3.3	11.7	0.0	5.8	.	-13.4	-2.8	0.2
Cc1c(NC(=O)COC(=O)C2(c3ccc(F)cc3)CCCC2)c(=O)n(-c2ccccc2)n1C	3.1	1.4	-0.5	5.8	-6.1	6.2	1.1	0.0
CC(=O)c1cccc(N(C(=O)Cn2nnc3ccccc32)C(C(=O)NC2CCCCC2)c2cn(C)nc2C)c1 (stereo not drawn)	-1.8	.	0.0	-8.1	-0.8	13.7	1.5	.
Cc1ccc(S(=O)(=O)N(C)CC(=O)NNC(=O)Cc2cccc(F)c2)cc1	-2.6	-19.6	-3.1	-1.3	-13.0	.	-0.8	-0.2
COc1cc(/C=N/Nc2ccc(F)cc2F)cc(OC)c1OC	2.7	23.4	.	-7.7	-0.3	3.3	2.4	0.0
COCCN1C(=O)c2ccccc2C1c1nnnn1C(C)C (stereo not drawn)	0.3	-4.7	1.3	-12.4	.	10.5	2.1	0.0
O=C(CCS(=O)(=O)c1ccc(Cl)cc1)Nc1nnc(-c2cccs2)o1	-4.0	57.0	0.2	-0.8	-2.2	5.4	-1.5	0.4
CC(=O)Nc1ccc(S(=O)(=O)Nc2cc(S(=O)(=O)N3CCCCC3)ccc2O)cc1	0.2	.	0.0	5.3	13.9	15.2	7.8	0.1
CN(C)c1ccc(O)c2c1CC1CC3[C@@H](N(C)C)C(=O)C(C(N)=O)=C(O)[C@]3(O)C(=O)C1=C2O (stereo partly drawn)	-0.4	31.7	-2.5	-15.3	35.2	-2.5	3.5	0.2
O=C(Nc1ccc2c(c1)OCO2)N[C@@H]1CC[C@@H](CCNC(=O)C2CCOCC2)O[C@H]1CO	0.7	.	-0.1	1.3	3.4	-4.1	-2.6	0.4
Cc1cccc(C)c1NC(=O)C1(C)CN(S(C)(=O)=O)CC(=O)N1CCc1ccccc1F (stereo not drawn)	-6.2	-3.8	-2.6	-5.7	.	2.0	-1.7	-0.1
